Compound activity from PubChem BioAssay.
PhoP GFP inhibition: PhoP regulon inhibitors, Salmonella typhi PhoP promoter GFP reporter, confirmatory (AID 1850) | inhibition, % at 50 µM; hits with a dose series show IC50 in µM | 0.33% of 310,000 active | Salmonella Typhi PhoP-promoter GFP reporter, fluorescence, 4 h; higher % means a stronger effect; in the data active means a potency from the dose series; inconclusive means inhibition mostly from about 25% at the one dose, without a potency; inactive means the rest, 99 in 100 with inhibition below about 19%;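 further: 0% = induced wells with vehicle and 100% = uninduced wells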
H37Rv inhibition: M. tuberculosis growth inhibition, HTS (AID 449762); M. tuberculosis H37Rv growth inhibition, 7H9 media; higher % means a stronger effect; one-dose inhibition, % at 25 µM; IC50 in µM for titrated hits; 0.59% of 330,000 active; in the data active means a potency from the dose series; inconclusive means inhibition above about 70% without an active follow-up result;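 further: bacterial growth assessed after seven days of incubation; strong numbers were not always called active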
M. tuberculosis: growth inhibition of non-replicating M. tuberculosis (AID 488890); Mycobacterium tuberculosis non-replicating, growth inhibition; higher % means a stronger effect; inhibition, % at 25 µM; hits with a dose series show IC50 in µM; 0.39% of 320,000 active; in the data active means a potency from the dose series; inconclusive means inhibition mostly from about 82% at the one dose, without a potency; inactive means the rest, 99 in 100 with inhibition below about 76%;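 further: plate controls were DMSO cells for no effect and high antibiotic wells for full effect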
VEEV TC-83 Vero: inhibitors of VEEV TC-83 cytopathic effect, confirmation, Vero cells (AID 588727). Vero cells, VEEV TC-83 cytopathic effect inhibition; higher % means a stronger effect. inhibition, % at 20 µM; hits with a dose series show IC50 in µM. 0.13% of 350,000 active; in the data active means a potency from the dose series; inconclusive means inhibition mostly from about 14% at the one dose, without a potency; inactive means the rest, 99 in 100 with inhibition below about 12%; further: strong numbers were not always called active
influenza NS1A: NS1A inhibition, H1N1 influenza, cell based functional assay (AID 504329). inhibition, % at 12.5 µM; hits with a dose series show IC50 in µM. 0.3% of 340,000 active. NS1A functional cell-based assay, percent inhibition; higher % means a stronger effect; in the data active means a potency from the dose series; inconclusive means inhibition above about 27% without an active follow-up result; further: strong numbers were not always called active
VEEV TC-83 Vero 10K pilot screen: second read-out of VEEV TC-83 Vero, no call of its own (marks repeat the call); inhibition, %; measured here: 10K pilot screen inhibition
Active calls of the source: *; i = inactive; ? = inconclusive; / = not tested or not shown; & = joins results of further samples. Not a hit list; any-hit rate near 1.6%.

Start of the listing, in advance (6 entries):
SMILES	PhoP GFP inhibition	H37Rv inhibition	M. tuberculosis	VEEV TC-83 Vero	influenza NS1A	others
CSc1nc2c(C)c(C)c(C)c(C)c2[nH]1	4%	-4%	26%	0.5%	-15%
CCCCC(Sc1nc(C)c(Cc2ccccc2)c(=O)[nH]1)C(=O)O (stereo unspecified)	-5%	-1%	-4%	0.8%	-24%
N#Cc1ccc(-c2ccc(OCC(=O)NCCCN3CCCC3=O)cc2)cc1	40%	1%	26%	i	3%
Cc1cc2c(Nc3ccc(C(=O)O)cc3)ncnc2s1	-5%	-4%	-1%	0.1%	2%
Nc1nc(Cl)cc(-c2ccccc2)n1	2%	-1%	0%	0.8%	/
O=C1N/C(=N\N=C\c2cccs2)SC1Cc1ccc(Cl)c(Cl)c1 (stereo unspecified)	2%	6%	3%	0.1%	-2%

All compounds of this part, repeating the preview:
SMILES	PhoP GFP inhibition	H37Rv inhibition	M. tuberculosis	VEEV TC-83 Vero	influenza NS1A	others
CSc1nc2c(C)c(C)c(C)c(C)c2[nH]1	4%	-4%	26%	0.5%	-15%
CCCCC(Sc1nc(C)c(Cc2ccccc2)c(=O)[nH]1)C(=O)O (stereo unspecified)	-5%	-1%	-4%	0.8%	-24%
N#Cc1ccc(-c2ccc(OCC(=O)NCCCN3CCCC3=O)cc2)cc1	40%	1%	26%	i	3%
Cc1cc2c(Nc3ccc(C(=O)O)cc3)ncnc2s1	-5%	-4%	-1%	0.1%	2%
Nc1nc(Cl)cc(-c2ccccc2)n1	2%	-1%	0%	0.8%	/
O=C1N/C(=N\N=C\c2cccs2)SC1Cc1ccc(Cl)c(Cl)c1 (stereo unspecified)	2%	6%	3%	0.1%	-2%
CC(C)NC(=O)NC(=O)CSc1ccc(S(=O)(=O)N2CCOCC2)cn1	/	/	/	0.5%	8%
Cc1sc2ncn(CC(=O)Nc3cccc(S(N)(=O)=O)c3)c(=O)c2c1-c1ccccc1	7%	5%	11%	i	-8%
COCCNC(=O)Cn1nc(-c2ccccc2OC)ccc1=O	-2%	1%	0%	i	6%
CC(=O)c1ccc(NC(=O)c2ccc3nc(-c4ccco4)c(-c4ccco4)nc3c2)cc1	-6%	-2%	38%	7.5%	9%
COc1ccc(C(=O)Nc2cccc3c2C(=O)NC3=O)cc1S(=O)(=O)N1CCOCC1	-1%	7%	-12%	0.7%	-1%
COc1cc(OC)cc(C(=O)N[C@H](C(=O)OCC(N)=O)C(C)C)c1	-3%	-2%	-13%	1.0%	-7%
O=C(Nc1nnc(SCc2ccccn2)s1)C1CC(=O)N(c2ccccc2)C1 (stereo unspecified)	-4%	-5%	-5%	0.3%	-4%
COc1ccc(C(=O)Nc2ccc(NC(C)=O)cc2)cc1S(=O)(=O)N(C)Cc1ccccc1	/	-4%	27%	1.7%	-9%
CNc1nc(-c2ccccc2)cc(C)c1S(C)(=O)=O	12%	0%	14%	1.3%	-11%
N=C1C(c2ccccc2)=C(O)CN1CCCO	1%	-5%	6%	0.0%	-1%
COc1cccc(CNC(=O)c2cccc(NC3=NC4CS(=O)(=O)CC4S3)c2)c1 (stereo unspecified)	-7%	2%	-11%	0.0%	4%	VEEV TC-83 Vero 10K pilot screen=0.7
CSc1cccc(NC(=O)CSc2nc3ccccc3o2)c1	5%	?	?	0.6%	0%
Cc1ccc(C)c(OCC(=O)NCC(c2ccco2)N2CCCCC2)c1 (stereo unspecified)	-2%	-5%	5%	3.2%	5%
O=C(C1CCCO1)N(c1ccc(F)cc1)C1C=CS(=O)(=O)C1 (stereo unspecified)	3%	-9%	-8%	0.7%	1%
CCN(CC)CCN1C(=O)Cn2c(C)c(C)c3cccc1c32	-1%&2%	-4%&2%	-10%&-3%	0.2%	10%&-13%
Cc1cccc(OCc2nc(-c3ccc(Br)o3)no2)c1	3%	-2%	45%	0.2%	-5%
CCCCn1c(N)c(N(CC(C)C)C(=O)c2cccc(S(=O)(=O)N3CCCCCC3)c2)c(=O)[nH]c1=O	-3%	2%	6%	4.4%	-5%
CC(Sc1n[nH]c(N)n1)C(=O)Nc1ccc(Cl)cn1 (stereo unspecified)	11%	-4%	-4%	i	13%
Cc1cccc(C)c1NS(=O)(=O)c1ccc2c(c1)C(=O)c1ccccc1C2=O	-6%	-1%	-2%	0.2%	48%
CCOc1ccc(S(=O)(=O)N2CCOCC2)cc1NC(=O)c1ccccc1F	0%	3%	2%	1.9%	8%
O=C(COc1ccccc1)Nc1ccccc1N1CCN(c2ccc(F)cc2)CC1	4%	-4%	-37%	1.7%	-3%
CC(C)CN(C(=O)CSc1nncn1-c1ccccc1)c1c(N)n(CC(C)C)c(=O)[nH]c1=O	-2%	19%	12%	0.3%	4%
CCOc1ccc(S(=O)(=O)Nc2cccc(C(=O)NCC(c3ccco3)N(C)C)c2)cc1 (stereo unspecified)	-7%	-7%	26%	0.8%	13%
Cn1c(C(O)c2ccccc2)nc(Cl)c1Cl (stereo unspecified)	-3%	8%	-7%	i	-10%
CCOC(=O)c1ccc2nc(C)c(CC)c(Cl)c2c1	-7%	45%	69%	8.9%	-6%
CCOC(=O)N1CCN(C(=O)CCNS(=O)(=O)c2ccc3c(c2)c(=O)n(C)c(=O)n3C)CC1	-9%	-3%	-11%	1.8%	-5%
O=C(O)c1ccccc1C(=O)N(c1ccccc1)c1ccccc1	-5%	-8%	22%	i	4%
Cc1occc1-c1nnc(SCC(=O)Nc2nc3ccccc3s2)o1	-6%	-16%	19%	3.1%	9%
O=C(CO/N=C/c1ccccc1Cl)N1CCCc2ccccc21	14%	6%	48%	7.8%	-1%
O=C(NC1CCCc2ccccc21)C1CCN(c2nnc(-n3cccc3)s2)CC1 (stereo unspecified)	/	-4%	/	4.2%	-1%
c1ccc(OCCSc2nc3ccccc3[nH]2)cc1	-21%	2%	29%	0.7%	-16%
O=C(O)CCC(C(=O)O)n1c(O)c(C2=c3ccccc3=NC2=O)sc1=S (stereo unspecified)	-4%	2%	-2%	i	4%
COc1ccc(C)cc1NC(=O)CCNS(=O)(=O)c1cccc2nonc12	-11%	-1%	23%	1.7%	6%
CC(/C=C/c1ccc2c(c1)OCO2)=N/NC(=O)CNc1ccc(C)cc1	14%	2%	10%	0.6%	-8%
Cc1ccc(C(=O)NCc2ccc3c(c2)OCO3)cc1N1CCCC1=O	-7%	8%	-8%	i	0%
COc1cccc(-c2nc3ccc(O)cc3c(=O)o2)c1	-11%	67%	?	1.2%	9%
CCc1cccc(CC)c1NC(=O)CNCc1cccs1	/	/	/	0.7%	7%
NC1=NCC(O)=C1c1nc2ccccc2[nH]1	15%	-2%	3%	2.2%	-4%
C[C@H]1CCC[C@]2(O[C@@H](CCO)C[C@H](O)[C@H]2O)O1	1%	3%	-2%	0.4%	-1%
COCCn1c(N)c(N(Cc2ccccc2)C(=O)Cc2c(Cl)cccc2Cl)c(=O)[nH]c1=O	-6%	0%	-12%	0.4%	-6%
COc1ccc(C(=S)N2CCOCC2)cc1OS(=O)(=O)c1ccccc1[N+](=O)[O-]	-4%	7%	11%	1.7%	6%
Cc1cc(NC(=O)CCC(=O)N(Cc2cccs2)C(C)(C)C(=O)NC2CCCCC2)no1	8%	8%	3%	0.6%	8%
Cn1ncc2c(NNC(=O)c3ccccc3Cl)ncnc21	-4%	4%	-33%	1.1%	-3%
O=C(CNS(=O)(=O)c1ccccc1)NCC(=O)OCc1ccc(C(=O)c2ccccc2)cc1	-5%	-1%	3%	0.9%	-16%
CC(C)C(NC(=O)c1ccc(F)cc1)C(=O)N1CCC1 (stereo unspecified)	/	-8%	-5%	2.5%	-2%
Cc1ccc(-c2nnc(NC3CCCCC3)c3ccccc23)cc1S(=O)(=O)N1CCN(C)CC1	18%	?	38%	i	-2%
CNC(=S)/N=C(\Nc1ccc(C)cc1)c1ccccc1	3%	4%	6%	i	/
CC(C)C[C@@]12C(=O)N(c3cccc(Cl)c3)C(=O)N1[C@H](c1ccc(Cl)cc1)[C@@H]1C(=O)N(C3CCCCC3)C(=O)[C@@H]12	-5%	0%	26%	i	8%
COc1cc2nc(NCC3CCCO3)n3nc(-c4cccnc4)nc3c2cc1OC (stereo unspecified)	-4%	-3%	1%	i	-3%
COC(=O)C[C@H](NC(=O)Cn1cnc2c(NCc3ccccc3)ncnc21)C(=O)OC	/	/	/	i	-6%
O=C(CCc1nc(-c2ccc(Cl)cc2)no1)NC1CCCCC1	-5%	-8%	74%	1.4%	-8%
OC(COCc1ccc(Cl)cc1)CN1CCN(c2ccccn2)CC1 (stereo unspecified)	0%	9%	35%	1.4%	0%
O=C(NCC1CCCO1)C1CC(=O)N(c2cccc(Cl)c2)C1 (stereo unspecified)	1%	-1%	-8%	1.3%	-11%
Cc1cc(Cl)ccc1OCC(=O)NNC(=O)c1cccs1	2%	-2%	34%	0.3%	-8%

The last two compounds of the part above come first, to join the parts:
SMILES	PhoP GFP inhibition	H37Rv inhibition	M. tuberculosis	VEEV TC-83 Vero	influenza NS1A	others
O=C(NCC1CCCO1)C1CC(=O)N(c2cccc(Cl)c2)C1 (stereo unspecified)	1%	-1%	-8%	1.3%	-11%
Cc1cc(Cl)ccc1OCC(=O)NNC(=O)c1cccs1	2%	-2%	34%	0.3%	-8%
CN(c1ccccc1)S(=O)(=O)c1ccc2ccccc2c1	-1%	4%	24%	6.0%	-1%
COc1ccc(NC(=O)CSc2ncc(-c3ccc(F)cc3)n2Cc2ccco2)cc1	8%	0%	1%	0.4%	9%
COC(=O)c1ccc(S(=O)(=O)NCc2ccccn2)n1C	4%	-4%	-22%	i	2%
CCCc1nc(SCC(=O)Nc2cc(C)on2)c2c(=O)n(C)c(=O)n(C)c2n1	2%	-17%	-32%	2.5%	4%	VEEV TC-83 Vero 10K pilot screen=0.1
COc1ccc(NC(=O)c2cc(CN3C(=O)c4ccccc4C3=O)ccc2OC)cn1	7%	-2%	-14%	1.4%	14%
Fc1ccccc1Cn1nnc2c(NCCc3ccccn3)ncnc21	-3%	-2%	11%	6.2%	12%
NC(=O)C1CCN(S(=O)(=O)c2cccc(S(=O)(=O)N3CCCCC3)c2)CC1	4%	-4%	-7%	0.3%	2%
CCOC(=O)c1ccc2[nH]c3ccccc3c2c1	-9%	-2%	25%	1.9%	-6%
Cc1nc2nc(CSc3ccc(Cl)cc3)cc(=O)n2[nH]1	-26%	6%	51%	3.4%	-16%
O=C(NCCCN1CCCC1=O)NC1CCCCC1	-4%	0%	9%	1.1%	-9%
O=C(O)C1=C(C(=O)O)C2C=CC1C2	/	/	/	i	5%
O=C(NC1CCN(C(=S)NCc2ccco2)CC1)C12CC3CC(CC(C3)C1)C2	-2%	1%	8%	0.5%	1%
CC(C(=O)Nc1ccccc1)N(C)CCOc1ccccc1 (stereo unspecified)	5%	5%	42%	i	-7%
CC1CCN(S(=O)(=O)c2ccc3c(c2)oc(=O)n3CC(=O)N2CCc3ccccc3C2)CC1	-13%	-4%	0%	0.8%	-5%
COc1cccc(Cn2cccc(NC(=O)Nc3cccc(C#N)c3)c2=O)c1	-20%	1%	-5%	/	/
COc1ccccc1N1C(=O)C2C3C=CC(C3)C2(C)C1=O (stereo unspecified)	-4%	-9%	-2%	2.0%	-21%
Cc1ccc(C(=O)NCC(c2ccc(F)cc2)N2CCOCC2)cc1 (stereo unspecified)	2%	3%	8%	1.4%	-2%
CCC(C(=O)OCc1csc(CC(=O)Nc2ccccc2C)n1)c1ccccc1 (stereo unspecified)	/	13%	64%	9.3%	0%
O=C(Nc1ccncc1)c1ccc(S(=O)(=O)Nc2ccccc2)cc1	-18%	7%	2%	i	-1%
O=C(CN1CCCCC1)Nc1nnc(-c2ccccc2)s1	-8%	5%	?	0.9%	-1%
O=C(NC(=S)N1CCN(c2ccc(O)cc2)CC1)c1cccs1	11%	-3%	33%	0.1%	-33%
CC(=O)Nc1ccc(NC(=O)C(C)OC(=O)CC23CC4CC(CC(Br)(C4)C2)C3)cc1 (stereo unspecified)	/	-5%	-6%	3.2%	-9%
C=CCN(C(=O)c1csnn1)C(C(=O)NCc1ccc(F)cc1)c1sccc1C (stereo unspecified)	7%	2%	-4%	2.5%	6%
Fc1ccccc1/C=N/n1cc(-c2ccccc2)[nH]c1=S	17%	-6%	-16%	6.9%	-17%
CCOC(=O)/C=c1\s/c(=C\c2ccc(C#N)cc2)c(=O)n1CC(=O)Nc1cccc(C)c1C	-4%	0%	-6%	0.4%	12%
CCn1nc(NC(=O)C2CCCO2)c2cc3cc(C)ccc3nc21 (stereo unspecified)	-9%	-10%	36%	0.4%	-14%
